Screening data as filed in PubChem.
OX1R antag-1: antagonists of human orexin 1 receptor; O43613; CHO/OX1R cells, Fluo-8 calcium fluorescence, orexin A; inhibition, % at 5 µM; 330,000 compounds, 0.43% hits; AID 434989;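 active means inhibition above its plate's threshold, mean inhibition of all tested compounds on the plate plus 3 SD, cut at about 37% in these data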;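 further: 0% = orexin A challenge wells and 100% = SB-334867-A antagonist wells; not every result past the cut was called active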
Target sequence (O43613 whole entry, looked up): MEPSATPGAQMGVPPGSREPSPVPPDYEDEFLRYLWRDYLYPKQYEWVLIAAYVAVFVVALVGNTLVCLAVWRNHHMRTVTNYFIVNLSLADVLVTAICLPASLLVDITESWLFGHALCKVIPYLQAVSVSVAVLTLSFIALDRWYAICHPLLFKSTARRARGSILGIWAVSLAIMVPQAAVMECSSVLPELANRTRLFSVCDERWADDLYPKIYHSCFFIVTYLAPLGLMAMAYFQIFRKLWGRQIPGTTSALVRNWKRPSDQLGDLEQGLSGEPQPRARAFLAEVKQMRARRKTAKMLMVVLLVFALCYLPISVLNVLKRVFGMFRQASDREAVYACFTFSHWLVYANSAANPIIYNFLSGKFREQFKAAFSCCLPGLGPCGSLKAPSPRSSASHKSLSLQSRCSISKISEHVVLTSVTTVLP
STK33 inh: human STK33 kinase inhibition; inhibition, % at 10 µM; purified STK33, MBP phosphorylation, ADP-Glo luminescence; Q9BYT3; AID 2661; 320,000 compounds, 0.073% hits;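 active means inhibition at or above 25%, using the most active replicate where run in duplicate; inactive means inhibition below 25%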
Target sequence (Q9BYT3 whole entry, looked up): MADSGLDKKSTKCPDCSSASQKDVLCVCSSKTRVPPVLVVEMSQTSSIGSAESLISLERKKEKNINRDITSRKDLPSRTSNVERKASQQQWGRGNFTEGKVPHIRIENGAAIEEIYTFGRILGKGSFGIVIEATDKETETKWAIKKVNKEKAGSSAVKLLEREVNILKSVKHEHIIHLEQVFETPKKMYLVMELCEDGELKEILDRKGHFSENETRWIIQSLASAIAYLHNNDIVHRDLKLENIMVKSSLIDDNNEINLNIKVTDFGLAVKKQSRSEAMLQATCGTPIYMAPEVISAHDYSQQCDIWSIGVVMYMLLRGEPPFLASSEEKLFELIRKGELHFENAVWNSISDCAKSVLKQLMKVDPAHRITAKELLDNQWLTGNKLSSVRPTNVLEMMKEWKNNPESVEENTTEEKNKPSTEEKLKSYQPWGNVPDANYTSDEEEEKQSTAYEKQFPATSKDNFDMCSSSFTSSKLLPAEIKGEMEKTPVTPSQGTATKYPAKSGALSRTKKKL
OX1R antag-2: antagonists of human orexin 1 receptor (OX1R); O43613; OX1R-expressing cells, FRET antagonist read-out; inhibition, % at 6.6 µM; 330,000 compounds, 1.8% hits; AID 485270; in the data active means inhibition mostly above about 38%, no sharp cut-off; inactive means mostly below about 40%;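 further: 0% = agonist challenge alone and 100% = reference antagonist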
An asterisk follows results filed as active; · = no result given. Hits appear at their usual frequency. Share with any hit: about 2.2%.

SMILES	OX1R antag-1	STK33 inh	OX1R antag-2
O=C(Nc1nc2c(F)cccc2s1)C1CC1	8	-1.3	5
C=C(NS(=O)(=O)c1ccc(C)cc1)C(=O)OC	-2	·	2
COc1cc(-c2cc(-c3ccc(F)cc3)nc(N)c2C#N)ccc1O	-10	0.0	20
COc1ccc(CCN(C)CCC(=O)Nc2c(C)cc(C)cc2C)cc1OC	-31	-7.6	4
COC(=O)c1c(-c2ccsc2)oc2ccc(-c3cc(OC)c(OC)c(OC)c3)cc12	-40	-0.8	11
CCOC(=O)N1CCC(N2CCCC(CO)(Cc3cccc(OC)c3)C2)CC1 (stereo not given)	-30	-0.2	6
CCOc1ccc(S(=O)(=O)n2ccnc2C)cc1	-21	-2.2	4
COc1cccc(N2CCN(C(=O)CCC(=O)c3ccc(Cl)s3)CC2)c1	-13	-0.6	14
CCS(=O)(=O)N1CCC(C(=O)NCc2cccc(OC)c2)CC1	-14	-0.9	21
Cc1cccnc1NC(=O)CCNC(=O)c1ccccc1Cl	-15	-1.2	13
CCOC(=O)N1CCN(C(=O)C(NC(=O)c2ccc(CC)cc2)C(C)C)CC1 (stereo not given)	-15	-2.7	6
Cn1cc([N+](=O)[O-])c(C(=O)N(Cc2ccccc2)Cc2ccccc2)n1	-9	-1.5	23
Cc1ccc(SCC(=O)Nc2ccc(N3CCOCC3)cc2)c(C)c1	-8	-1.2	3
O=C(O)COc1ccc(/C=C/c2ccc3cccc([N+](=O)[O-])c3n2)cc1	-17	·	20
COc1ccc(/C(O)=C2\C(=O)C(=O)N(CCN(C)C)C2c2cccc(OC)c2OC)cc1 (stereo not given)	0	-0.2	23
COc1ccc(OC)c(NC(=O)C23CCC(C)(C(=O)C2)C3(C)C)c1 (stereo not given)	-15	-1.1	15
COc1cccc(C2N(Cc3ccccc3)C(=O)C2(F)F)c1OC (stereo not given)	-16	-3.2	27
COc1ccccc1C1=NOC(C)(c2sc(-c3ccc(Cl)cc3)nc2C)C1 (stereo not given)	-33	-1.2	12
CSc1ccccc1NC(=O)Cn1c([N+](=O)[O-])cnc1C	7	-1.3	2
CCOC(=O)CSc1nc(N)nc(C)c1Cl	-5	-0.7	-7
Cc1nc2sc(C(c3cccc(F)c3)N3CCCC(C)C3)c(O)n2n1 (stereo not given)	-26	0.3	16
COc1cc(Cl)c(C)cc1NC(=O)CSc1ccccc1	-15	-2.8	9
O=C(NCCCN1CCOCC1)c1ccc2nc(Cc3cccc(Cl)c3)oc2c1	-9	-2.3	9
CC(=O)N1CCN(Cc2nc3cc(Cl)ccc3c(=O)[nH]2)CC1	9	0.1	16
CCC(CO)Oc1cc(NCc2ccc(OC)cc2)c2ncn(C(C)C)c2c1 (stereo not given)	-22	6.6	8
Oc1ccc(NCc2cccc(OCc3ccc(F)cc3)c2)cc1	-3	-0.1	18
O=C(Nc1cccc(Cl)c1)c1cccc(N2C(=O)C3CC=CCC3C2=O)c1 (stereo not given)	5	-1.5	27
COc1ccc(Nc2nc(N)nc(CSc3nnc(N)s3)n2)cc1	-20	0.5	10
Cn1nc(OC(=O)Nc2ccccc2)cc1C(F)(F)F	-10	2.1	35
CN(Cc1ccco1)C(=O)C1CCC(=O)N(CCc2cccc(F)c2)C1 (stereo not given)	-13	-1.0	11
Nc1ncc(Br)cc1S(=O)(=O)NCCC(=O)N1CCN(c2ccccn2)CC1	-24	0.5	25
CN(C(=S)NC(=O)/C=C/c1ccc(F)cc1)C1CCCCC1	-31	-2.1	29
COc1cccc(/C=C2\SC(=S)N(C(C(=O)O)c3ccccc3)C2=O)c1OC (stereo not given)	-1	-0.4	11
CCOc1ccc(NC(=O)CN2CCN(CC(=O)Nc3ccc(OC)cc3OC)CC2)cc1	-8	0.5	12
Cc1occc1-c1n[nH]c(=S)n1-c1ccccc1	-16	-1.0	3
CCN(C(=O)CSc1nc(N)cc(=O)[nH]1)c1c(N)n(Cc2ccccc2)c(=O)[nH]c1=O	-12	-0.1	11
CN(Cc1ccccc1)C(=O)c1nc[nH]c1C(=O)N1CCc2ccccc2C1	-15	-2.0	-3
CCN(CC(O)COc1ccc(OCC(O)CN(CC)C2CCCCC2)cc1)C1CCCCC1 (stereo not given)	-7	-0.6	12
CC(C(=O)Nc1ccc(C#N)cc1)N1CCN(C(=O)C2CC2)CC1 (stereo not given)	-14	0.4	5
O=c1[nH]c(C2CCN(S(=O)(=O)c3ccccc3)CC2)nc2c1nnn2Cc1ccccc1	-30	0.4	7
Cn1c(=O)[nH]c(=O)c2c1nc(N1CCNCC1)n2Cc1ccccc1	-17	·	12
CCn1ccc(C(=O)Oc2ccc(Cl)cc2)n1	-19	-1.7	-2
COc1ccc(C(=O)N(Cc2ccco2)Cc2cccs2)c(O)c1	-22	-3.2	5
CCN(C[C@H]1N[C@@](CC)(C(=O)OC)[C@H]2C(=O)N(Cc3ccccc3)C(=O)[C@@H]12)C(=O)COc1ccccc1	-40	·	6
O=C(NC(c1ccccc1)c1cc(Cl)c2cccnc2c1O)c1cccnc1 (stereo not given)	-25	-0.6	10
O=C(COC(=O)c1ccccc1NS(=O)(=O)c1ccc(Cl)cc1)NCc1ccccc1	-26	-0.7	49*
COc1ccc(-c2nc(CS(=O)CC(=O)NCc3ccc(F)cc3)c(C)o2)cc1 (stereo not given)	-34	-0.7	11
O=C(O)c1ccc(CNS(=O)(=O)c2ccc3ccccc3c2)cc1	4	-0.4	23
CC(=O)NC(Cc1c[nH]c2ccccc12)C(=O)N1CCc2ccccc2C1 (stereo not given)	-20	-0.1	19
Cc1ccc(NC(=O)CO/N=C/c2ccccc2C)c(C)c1	-19	0.2	8
The listing continues:
SMILES	OX1R antag-1	STK33 inh	OX1R antag-2
CCN(CC)C(=O)COc1coc(CN2CCN(c3ccccc3F)CC2)cc1=O	-18	-0.6	3
Cc1cc(C)cc(Oc2nn[nH]n2)c1	-8	-0.7	6
CCOc1ncccc1C(=O)NNC(=O)c1cccc(S(=O)(=O)Nc2ccc(OC)cc2)c1	-23	-1.4	29
CC(=O)c1nn(-c2ccc(C(F)(F)F)cc2)c(=O)[nH]c1=O	-16	2.2	14
C=CCN(c1ccccc1C(=O)NCC(=O)OCC)S(=O)(=O)c1ccc(C)cc1	-27	0.0	5
CCOC(=O)c1c(C)[nH]c(C(=O)CSc2nnnn2-c2ccc(C)cc2)c1C	-25	1.0	9
COC(=O)c1ccc(COc2ccc(CNCc3ccc(Cl)cc3)cc2)cc1	-8	1.9	-5
Cc1ccc(NC(=O)N2CCCC2C(=O)NCc2ccccc2Cl)cc1 (stereo not given)	-31	-0.8	12
CCCC(C)C(=O)Nc1cccc(NC(C)=O)c1 (stereo not given)	-15	-0.6	12
CCCNC(=S)Nc1cc2oc3ccccc3c2cc1OC	-16	0.2	16
COc1cccc(C2CNC3(CCCC(C)C3)c3[nH]c4ccccc4c32)c1OC (stereo not given)	-17	-0.8	-7
CCn1c(N2CCC(C)CC2)nc2c1c(=O)n(C)c(=O)n2C	-11	-7.1	20
O=C(Nc1nc(-c2ccco2)c(-c2ccco2)s1)C1CC(=O)N(c2ccc3c(c2)OCCO3)C1 (stereo not given)	-10	-2.0	27
O=C(CCc1ccccc1)NNC(=O)C12CC3CC(CC(C3)C1)C2	-9	-0.5	10
COc1cccc(-n2c(COc3ccccc3C)nnc2SCC(=O)O)c1	-14	0.4	18
CC(C)NC(=S)N/N=C/c1cc(Br)ccc1O	0	2.8	21
CCNC(=O)C(C)Oc1ccc(Cl)cc1Cl (stereo not given)	-10	-2.5	14
C=CCNc1nc(N)c([N+](=O)[O-])c(Nc2ccccc2OC)n1	-23	0.2	21
NS(=O)(=O)c1ccc(-c2ccc(/C=C3\SC(=O)NC3=O)o2)cc1	9	0.6	48
CC(C)c1ccccc1NC(=O)COc1ccc(C(=O)NCCc2ccccc2)cc1	-15	-0.7	35
O=C(Nc1ccccc1OC(F)F)c1ccc(S(=O)(=O)N2CCOCC2)cc1	-3	-1.9	21
Cc1cc(C)c(C)c(S(=O)(=O)NCC(=O)Nc2sc3c(c2C(N)=O)CCCC3)c1C	-13	-0.6	34
CCc1ccc(Nc2cc(=O)n(C3CCCCC3)c(=O)[nH]2)cc1	8	-1.4	-2
CCC1(c2ccccc2)NC(=O)N(CC#N)C1=O (stereo not given)	-10	0.2	3
COc1ccc(C(=O)NCc2nnc(SCC(=O)NC3=NCCS3)n2C)cc1	-6	0.8	16
Cc1cccc(C2N(c3ccc(F)cc3)C(=O)C3CCCN32)c1 (stereo not given)	-18	0.6	8
CCCNC(=S)N1CCC(NC(=O)c2ccc(C)cc2)CC1	-8	-1.7	3
Cc1cc(=O)n2c(nc3ccccc32)[nH]1	-11	3.6	9
CCN1CCN(C(c2ccccc2)c2nnnn2Cc2ccccc2)CC1 (stereo not given)	-31	-1.3	6
CC(=O)N1CCN(c2ccc(NCc3cccc4ccccc34)cc2)CC1	-22	0.2	49

No new results follow: entries from further up.
SMILES	OX1R antag-1	STK33 inh	OX1R antag-2
CCCC(C)C(=O)Nc1cccc(NC(C)=O)c1 (stereo not given)	-15	-0.6	12
CCCNC(=S)Nc1cc2oc3ccccc3c2cc1OC	-16	0.2	16
COc1cccc(C2CNC3(CCCC(C)C3)c3[nH]c4ccccc4c32)c1OC (stereo not given)	-17	-0.8	-7
CCn1c(N2CCC(C)CC2)nc2c1c(=O)n(C)c(=O)n2C	-11	-7.1	20
O=C(Nc1nc(-c2ccco2)c(-c2ccco2)s1)C1CC(=O)N(c2ccc3c(c2)OCCO3)C1 (stereo not given)	-10	-2.0	27
O=C(CCc1ccccc1)NNC(=O)C12CC3CC(CC(C3)C1)C2	-9	-0.5	10
COc1cccc(-n2c(COc3ccccc3C)nnc2SCC(=O)O)c1	-14	0.4	18
CC(C)NC(=S)N/N=C/c1cc(Br)ccc1O	0	2.8	21
CCNC(=O)C(C)Oc1ccc(Cl)cc1Cl (stereo not given)	-10	-2.5	14
C=CCNc1nc(N)c([N+](=O)[O-])c(Nc2ccccc2OC)n1	-23	0.2	21
NS(=O)(=O)c1ccc(-c2ccc(/C=C3\SC(=O)NC3=O)o2)cc1	9	0.6	48
CC(C)c1ccccc1NC(=O)COc1ccc(C(=O)NCCc2ccccc2)cc1	-15	-0.7	35
O=C(Nc1ccccc1OC(F)F)c1ccc(S(=O)(=O)N2CCOCC2)cc1	-3	-1.9	21
Cc1cc(C)c(C)c(S(=O)(=O)NCC(=O)Nc2sc3c(c2C(N)=O)CCCC3)c1C	-13	-0.6	34
CCc1ccc(Nc2cc(=O)n(C3CCCCC3)c(=O)[nH]2)cc1	8	-1.4	-2
CCC1(c2ccccc2)NC(=O)N(CC#N)C1=O (stereo not given)	-10	0.2	3
COc1ccc(C(=O)NCc2nnc(SCC(=O)NC3=NCCS3)n2C)cc1	-6	0.8	16
Cc1cccc(C2N(c3ccc(F)cc3)C(=O)C3CCCN32)c1 (stereo not given)	-18	0.6	8
CCCNC(=S)N1CCC(NC(=O)c2ccc(C)cc2)CC1	-8	-1.7	3
Cc1cc(=O)n2c(nc3ccccc32)[nH]1	-11	3.6	9
CCN1CCN(C(c2ccccc2)c2nnnn2Cc2ccccc2)CC1 (stereo not given)	-31	-1.3	6
CC(=O)N1CCN(c2ccc(NCc3cccc4ccccc34)cc2)CC1	-22	0.2	49

Later entries
SMILES	OX1R antag-1	STK33 inh	OX1R antag-2
O=c1nc(NCc2ccccc2Cl)cn[nH]1	-12	0.6	19
C/C=C/c1ccc(OCCCCOc2c(OC)cccc2OC)c(OC)c1	-42	-1.0	12
Cc1c(Cc2ccccc2)c(=O)oc2cc(OCC(=O)NC(Cc3ccc(Cl)cc3)C(=O)O)ccc12 (stereo not given)	-1	-3.9	16
COc1ccc(OC)c2sc(NC(=O)c3cccc(N4C(=O)CCC4=O)c3)nc12	-7	-1.5	11
CN(CC(=O)NC1CCCCCC1)S(=O)(=O)c1ccc(Br)cc1	-13	3.7	16
COc1ccc(C(=O)Nc2nc(-c3cccs3)c(NC(C)=O)s2)cc1	-17	-2.1	32
CCOC(=O)c1cccc(N2C(=O)C3C(C(=O)NC4CC4)C4(C)C=CC3(O4)C2C(=O)NC(C)(C)C)c1 (stereo not given)	-16	-2.7	15
COCC(=O)Nc1ccc([N+](=O)[O-])cc1C	5	0.0	28
CCOC(=O)C1(CCOc2ccccc2)CCN(Cc2nccn2CC)CC1	-21	-0.1	13
C=C(C)c1cccc(C(C)(C)NC(=O)Nc2ccc(C)cn2)c1	-41	·	11
CC(Cc1cccnc1)NC(=O)CCc1nnc(-c2ccccc2)o1 (stereo not given)	-10	-0.4	13
CCOC(=O)C1(Cc2ccccc2)C(=O)Nc2ccccc21 (stereo not given)	-21	0.5	6
Cc1ccc(NCN2C(=O)C3CC=CCC3C2=O)cc1 (stereo not given)	-2	2.3	8
Cc1cc2ncn(/N=C/c3cccnc3)c2cc1C	-23	0.1	18
Cc1cc(C)c2nc(-c3ccccn3)cc(C(=O)NCc3ccc(S(N)(=O)=O)cc3)c2c1	-13	-1.9	16
O=C(Nc1cccnc1)c1sc2cccc(F)c2c1Cl	-17	-1.0	9
CN1C(=O)/C(=C/C=C2\SCCN2C)OC1=S	-1	-1.3	8
CCOC(=O)c1cc(-c2ccco2)nc2c1c(C)nn2CCC#N	-25	0.4	6
O=C(COC(=O)C1CCN(S(=O)(=O)c2cccc3cccnc23)CC1)c1ccccc1	-20	0.2	9
CCOc1ccc(N2CC(C(=O)Nc3ccc(S(=O)(=O)N4CCOCC4)cc3)CC2=O)cc1 (stereo not given)	-18	-2.3	1
CC(C)OC(=O)CCCNc1ccc([N+](=O)[O-])cc1[N+](=O)[O-]	-4	-1.4	54
O=c1[nH]c2ccccc2n2c(=S)[nH]nc12	-15	-0.6	10
